High-throughput results from PubChem.
Xi reactivation – activators of inactive X chromosome reactivation, primary screen, imaging, XiGFP fibroblasts, GFP high-content imaging, set 2 | XiGFP mouse fibroblasts, % GFP-positive cells imaging, 3 d; cells co-treated with 5-aza-dC sensitizer; scaled so ellipticine positive control = 100% | activation, % at 7.58 µM | 0.055% of 360,000 active;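 active means mean normalized replicate activation at least 10% and every replicate at or above 10%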;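 further: 0% = median of on-plate neutral control wells and 100% = ellipticine 6 µM median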
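System: 68-5-11 XiGFP fibroblast line; Timing: 3 days compound exposure; Compound dosing: one concentration, pinned; Benchmarks: positive control ellipticine, 6 µM final; Buffer or medium: DMEM containing 5-aza-dC.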
ERAP1 inh – human ERAP1 aminopeptidase inhibitors, primary screen, biochemical, single point, plate reader; Endoplasmic reticulum aminopeptidase 1 (Homo sapiens), Q9NZ08; recombinant ERAP1, Leu-AMC fluorescence, 60 min; inhibition, % at 10.7 µM; 0.15% of 340,000 active; AID 652197, 2013;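 active means mean replicate inhibition of at least 30%, or all replicates individually reaching that 30% level; inactive means mean below 30% and not every replicate reaching it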;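 further: 0% = neutral control wells and 100% = L-leucinethiol positive control wells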
esBAF inh – Bmi1 luciferase reporter increase in mESCs, primary screen, esBAF inhibitor project, mouse ES cells, Bmi1 luciferase knock-in, single point. 2% of 350,000 active. 24 h; 100% = twice the neutral-well signal. AID 602393, 2012. reporter increase, % at 12.5 µM; in the data active means activation above about 40%;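 further: 0% = median of the plate's neutral control wells and 100% = double that signal; a rise in the Bmi1 reporter signal indicates esBAF inhibition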
RAD52 inh – RAD52 DNA annealing inhibitors, primary screen, biochemical, FRET, single point, set 2 | recombinant RAD52 DNA annealing, FRET fluorescence | DNA repair protein RAD52 homolog (Homo sapiens), P43351 | inhibition, % at 18.7 µM | 0.46% of 360,000 active;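 active means every replicate showing at least 50% inhibition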
F508del corr – F508del CFTR correction, initial screen, CFBE line, single point; CFBE cells, YFP halide quenching; stimulated with forskolin plus potentiator P3; % fluorescence drop versus neutral controls; 0.36% of 350,000 active; AID 720511, 2013; activity (quench increase), % at 7.58 µM;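 active means mean added fluorescence quench of at least 8% versus neutral control, with both replicates also reaching 8%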;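 further: cells transiently co-express mutant CFTR-F508del with the halide-sensitive YFP; corrector assay measuring rescue of mutant channel to the surface after 24 h compound exposure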
GSIS activator – GLuc luminescence reporter in INS-1E cells, primary screen for activators of glucose-dependent secretion of insulin; INS-1E GLuc reporter insulin secretion, 2-3 h; activation, % at 16.6 µM; 0.61% of 370,000 active; AID 743287, 2014;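 active means lowest replicate activation of at least 40%, so every replicate reaches that level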;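 further: 0% = median of neutral control wells and 100% = median of IBMX positive control wells; some compounds called inactive have numbers as strong as hits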
ARNT-TACC3 inh – disruptors of ARNT/TACC3 protein interaction, primary screen, biochemical, AlphaScreen, single concentration. Transforming acidic coiled-coil-containing protein 3 (Homo sapiens), Q9Y6A5. AlphaScreen His-ARNT PAS-B/GST-TACC3 binding, luminescence; TACC3 fragment carries E629A point mutation. inhibition, % at 9.99 µM. 0.66% of 390,000 active. AID 623870, 2012;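 active means mean inhibition of replicates at least 50% and at least half of replicates each reaching 50%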;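 further: 0% = complete ARNT plus TACC3 wells and 100% = ARNT alone without TACC3; many hits fall short of the cut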
RAD54 inh – inhibitors of human RAD54 branch migration, primary screen, biochemical, fluorescence, single point; inhibition, % at 10.4 µM; RAD54 Holliday junction branch migration, FAM/BHQ fluorescence; DNA repair and recombination protein RAD54-like (Homo sapiens), Q92698; 0.14% of 360,000 active;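 active means mean normalized replicate activity at least 40 and at least half of replicates scoring 40 or more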;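 further: 0% = median of neutral control wells and 100% = median of positive control wells; inhibitors cause a drop in the FAM fluorescence signal; in these data hits start at about 50%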
Target sequence (Q92698 whole entry, looked up): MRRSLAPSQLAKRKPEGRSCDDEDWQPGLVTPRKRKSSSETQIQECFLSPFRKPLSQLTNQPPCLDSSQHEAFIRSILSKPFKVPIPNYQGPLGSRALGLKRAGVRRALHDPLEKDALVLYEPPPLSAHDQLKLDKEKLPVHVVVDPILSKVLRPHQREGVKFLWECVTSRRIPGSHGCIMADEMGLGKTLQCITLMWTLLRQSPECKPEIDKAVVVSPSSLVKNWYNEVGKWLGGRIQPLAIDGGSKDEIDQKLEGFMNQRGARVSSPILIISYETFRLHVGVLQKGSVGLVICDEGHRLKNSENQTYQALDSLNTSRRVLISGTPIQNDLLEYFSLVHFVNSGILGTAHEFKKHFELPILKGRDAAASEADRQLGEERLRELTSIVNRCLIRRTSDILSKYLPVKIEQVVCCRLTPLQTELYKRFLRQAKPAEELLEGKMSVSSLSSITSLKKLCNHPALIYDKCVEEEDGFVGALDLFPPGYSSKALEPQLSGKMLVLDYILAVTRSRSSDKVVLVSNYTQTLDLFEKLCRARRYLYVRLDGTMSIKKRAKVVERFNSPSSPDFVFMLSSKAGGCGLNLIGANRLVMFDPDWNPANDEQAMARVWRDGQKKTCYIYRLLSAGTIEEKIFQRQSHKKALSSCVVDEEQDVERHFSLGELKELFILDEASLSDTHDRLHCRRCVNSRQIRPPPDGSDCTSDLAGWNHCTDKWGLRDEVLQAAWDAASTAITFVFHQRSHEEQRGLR
Starred values were filed as active, the others as inactive; . = no result given; & = joins results of further samples.

SMILES	Xi reactivation	ERAP1 inh	esBAF inh	RAD52 inh	F508del corr	GSIS activator	ARNT-TACC3 inh	RAD54 inh
CO[C@H]1CN(C)C(=O)c2cc(NC(=O)Nc3ccccc3)ccc2OC[C@@H](C)N(CC2CC2)C[C@H]1C	-0.1	0	5	-2	0.4	-1	-3	6
CC(C)(C)c1ccc(C(=O)C2CCCN(C(=O)CCn3cncn3)C2)cc1 (configuration not stated)	0.0	-2	9	-13	1.3	4	1	-3
C=C(C)c1sc(-c2ccc(Cl)cc2)nc1C	0.3	0	49*	-24	3.3	2	1	6
COc1cc(/C=C/C(=O)N2CCN(c3n[nH]c(=O)[nH]c3=O)CC2)cc(OC)c1OC	0.1	0	-3	-11	-3.5	5	17	7
Cc1cc(C)cc(NC(=O)Cc2ccc(S(=O)(=O)N3CCCC3)s2)c1	0.3	5	0	-5	0.1	-9	7	-1
COc1ccccc1N1CC(C(=O)Nc2ccc3c(c2)OCO3)CC1=O (configuration not stated)	0.2	3	.	-17	0.2	-10	-1	.
Cn1c(=O)n(C)c2cc(S(=O)(=O)Nc3ccccc3)ccc21	0.0	1	.	6	-0.1	23	-2	.
O=[N+]([O-])/C(N=Nc1ccccc1)=N\Nc1ccccc1	0.0	-1	.	-15	-2.6	-5	3	.
CCCN1[C@@H]2c3cccc(=O)n3C[C@H]1[C@H](CO)[C@H]2C(=O)N[C@H](C)c1ccccc1	0.0	1	.	1	0.6	7	.	.
COC(=O)[C@@]1(Cc2ccc(F)cc2)[C@H]2c3cc(C(=O)N(C)C)n(CCc4c[nH]c5ccc(OC)cc45)c3C[C@H]2CN1C(=O)c1ccccc1	0.0	.	.	-14	1.8	-38	.	.
CC(C)C[C@H]1CNC(=S)N1CC1CCN(CCC23CC4CC(CC(C4)C2)C3)CC1	0.1	.	-2	-4	-0.5	-18	14	-5
C[C@@H]1CCCCO[C@@H](CN(C)Cc2ccc3c(c2)OCO3)[C@@H](C)CN([C@@H](C)CO)C(=O)c2cc(NS(=O)(=O)c3cccs3)ccc2O1	0.0	.	1&5	.	2.5&-1.8	-5	3&-5	-34&3
CCN(CC)C(=O)CCCC(=O)N(CC)CC	0.2	-2	.	-11	.	2	-4	.
S=C(Nc1ccc2c(c1)OCO2)N1CCN(Cc2ccco2)CC1	-0.3	-1	.	2	-0.7	4	34	.
O=C(CSc1nncn1-c1ccccc1)Nc1ccccc1F	0.2	-1	1	-9	0.7	2	-18	.
O=c1nc(Oc2ccccc2)nc2ncccn12	0.0	0	.	-55	-0.1	.	.	.
Cc1cc(C)c2c(NC(=S)NC(=O)c3ccccc3)n[nH]c2n1	0.3	-2	4	-14	-1.2	13	-9	-2
CC(C)NC(=O)N(C)C[C@@H]1Oc2c(NC(=O)c3nc4ccccc4s3)cccc2C(=O)N([C@@H](C)CO)C[C@@H]1C	0.0	0	3	-6	4.9	10	2	-1
COc1ccc(CCNS(=O)(=O)c2cn(C)c(=O)n(C)c2=O)cc1	-0.1	-7	-1	-6	-4.0	.	-3	4
Cc1ccc(N2CC(C(=O)Nc3cccc(C(=O)NC4CC4)c3)CC2=O)cc1 (configuration not stated)	-0.1	2	-6	-13	-1.6	-18	36	5
O=C(CN(C(=O)CCC(=O)Nc1nccs1)c1ccc2c(c1)OCO2)NCc1ccccc1	0.4	-1	2	-14	-4.6	-3	-2	-5
CC(=O)c1cc2c(cc1NC(=O)CSc1nc3ccc(C)cc3[nH]1)OCO2	0.0	-4	.	-10	-0.7	-1	-2	-1
COc1cc(C(=O)OCC(=O)Nc2ccccc2)cc2c1OCCO2	0.0	-3	0	-7	.	.	.	-10
CCCCCCN1C[C@@H](n2cc(C3CC3)nn2)[C@H](O)C[C@@H]1c1ccc(C)cc1	0.7	-4	19	2	2.8	-19	.	-3
O=C(O)c1cnn(-c2nc(-c3ccc(Cl)cc3)cs2)c1C(F)(F)F	0.0	-10	76*	-18	-1.0	-16	-10	-8

Exported with bars between the fields: entries from further up.
structure | Xi reactivation | ERAP1 inh | esBAF inh | RAD52 inh | F508del corr | GSIS activator | ARNT-TACC3 inh | RAD54 inh
C[C@@H]1CCCCO[C@@H](CN(C)Cc2ccc3c(c2)OCO3)[C@@H](C)CN([C@@H](C)CO)C(=O)c2cc(NS(=O)(=O)c3cccs3)ccc2O1 | 0.0 | . | 1&5 | . | 2.5&-1.8 | -5 | 3&-5 | -34&3
CCN(CC)C(=O)CCCC(=O)N(CC)CC | 0.2 | -2 | . | -11 | . | 2 | -4 | .
S=C(Nc1ccc2c(c1)OCO2)N1CCN(Cc2ccco2)CC1 | -0.3 | -1 | . | 2 | -0.7 | 4 | 34 | .
O=C(CSc1nncn1-c1ccccc1)Nc1ccccc1F | 0.2 | -1 | 1 | -9 | 0.7 | 2 | -18 | .
O=c1nc(Oc2ccccc2)nc2ncccn12 | 0.0 | 0 | . | -55 | -0.1 | . | . | .
Cc1cc(C)c2c(NC(=S)NC(=O)c3ccccc3)n[nH]c2n1 | 0.3 | -2 | 4 | -14 | -1.2 | 13 | -9 | -2
CC(C)NC(=O)N(C)C[C@@H]1Oc2c(NC(=O)c3nc4ccccc4s3)cccc2C(=O)N([C@@H](C)CO)C[C@@H]1C | 0.0 | 0 | 3 | -6 | 4.9 | 10 | 2 | -1
COc1ccc(CCNS(=O)(=O)c2cn(C)c(=O)n(C)c2=O)cc1 | -0.1 | -7 | -1 | -6 | -4.0 | . | -3 | 4
Cc1ccc(N2CC(C(=O)Nc3cccc(C(=O)NC4CC4)c3)CC2=O)cc1 (configuration not stated) | -0.1 | 2 | -6 | -13 | -1.6 | -18 | 36 | 5
O=C(CN(C(=O)CCC(=O)Nc1nccs1)c1ccc2c(c1)OCO2)NCc1ccccc1 | 0.4 | -1 | 2 | -14 | -4.6 | -3 | -2 | -5
CC(=O)c1cc2c(cc1NC(=O)CSc1nc3ccc(C)cc3[nH]1)OCO2 | 0.0 | -4 | . | -10 | -0.7 | -1 | -2 | -1
COc1cc(C(=O)OCC(=O)Nc2ccccc2)cc2c1OCCO2 | 0.0 | -3 | 0 | -7 | . | . | . | -10
CCCCCCN1C[C@@H](n2cc(C3CC3)nn2)[C@H](O)C[C@@H]1c1ccc(C)cc1 | 0.7 | -4 | 19 | 2 | 2.8 | -19 | . | -3
O=C(O)c1cnn(-c2nc(-c3ccc(Cl)cc3)cs2)c1C(F)(F)F | 0.0 | -10 | 76* | -18 | -1.0 | -16 | -10 | -8

The results go on.
SMILES	Xi reactivation	ERAP1 inh	esBAF inh	RAD52 inh	F508del corr	GSIS activator	ARNT-TACC3 inh	RAD54 inh
C[C@@H]1CN([C@H](C)CO)C(=O)Cc2cc(NS(C)(=O)=O)ccc2O[C@H]1CN(C)C(=O)Nc1ccc(F)cc1	-0.4	0	-4	-2	-0.7	3	-7	8
Cc1ccc(CC(=O)Nc2cccc(C(=O)Nc3c(C)n(C)n(-c4ccccc4)c3=O)c2)cc1C	0.0	4	7	-13	2.0	-16	.	-9
Cn1c(C(=O)NCCN2CCCCCC2)cc2c(=O)n(C)c3ccccc3c21	0.1	-2	3	38	2.3	-3	.	56*
CCO[C@@H]1OC(C(=O)NC2CC2)=C[C@H](c2ccc(Br)cc2)[C@H]1CCCO	-0.1	-3	-1	-9	-2.3	-7	1	-5
CC(C)C#Cc1ccc([C@H]2[C@@H](CO)N3C(=O)CN(C(=O)NC4CCCC4)C[C@@H]23)cc1	0.1	-3	.	-15	-3.2	-9	.	.
O=C1CCCc2nc(N3CCN(C(=O)c4ccco4)CC3)ncc21	0.0	0	-5	-18	2.8	0	4	-5
CCOc1cc(S(=O)(=O)N(CC)CC)ccc1F	.	.	-10	.	.	32	-2	2
COc1cc(F)ccc1S(=O)(=O)N1CCN(Cc2ccccc2)CC1	0.1	0	-6	-22	-2.8	2	0	-12
C/C=C/c1ccc([C@H]2[C@@H](CO)N3C(=O)CN(Cc4ccc(F)cc4)C[C@H]23)cc1	0.0	-5	.	-14	-0.6	1	.	.
COC(=O)c1ccccc1NC(=O)C1CCN(C(=O)N2CCOc3ccccc32)CC1	0.2	2	9	-6	5.9	-17	1	3
CCOC(=O)C1=C(O)/C(=C/c2ccc(-c3ccccc3C(=O)O)o2)SC1=Nc1ccc(C)cc1	-0.1	5	-4	-95	-1.9	-29	-8	-38
O=C(Nc1ccccc1F)N1CCCCN2[C@H](CO)[C@H](c3ccc(-c4cccnc4)cc3)[C@H]2C1	0.1	0	.	-8	-0.6	-1	-7	-2
COCCCNC(=O)C[C@@H]1C[C@@]2(C(=O)OC)CC(C)(C)CC=C2N(Cc2ccco2)C1=O	0.0	1	.	3	2.3	4	.	.
Cc1ccc(C(=O)Cn2c(-c3ccccc3)noc2=O)cc1	0.2	1	16	-6	-0.2	23	4	-2
O=C(Nc1ccc(F)cc1)N1C[C@H]2[C@@H](c3ccccc31)[C@@H](CO)N2C(=O)Cc1ccccc1	0.5	-3	9	-2	2.5	-13	-5	-6
CCC(=O)N(Cc1cc2cc(OC)ccc2[nH]c1=O)c1ccc(C)cc1C	.	.	0	.	.	-9	-2	2
CCOC(=O)c1sc(NC(C)=O)cc1C	0.1	-3	-1	-7	3.8	.	-17	7
CCCCn1nnnc1C(c1ccccc1)N1CCN(c2ccccc2OC)CC1 (configuration not stated)	0.2	0	.	-6	-1.6	-27	.	.
COc1ccc(NC(=O)CN(C)CC(=O)Nc2ccccc2SC)cc1Cl	0.1	9	4	-13	.	-1	4	.
C[C@H](NC(=O)C[C@H]1C=C[C@@H](NC(=O)C2CCC2)[C@@H](CO)O1)c1ccccc1	-0.1	1	1	3	1.4	-7	9	9
Cc1ccc(NC(=O)COC(=O)C2C3CC4OC(=O)C2C4C3)cc1 (configuration not stated)	0.2	2	-11	-6	-1.7	-2	.	-3
CCN(CC)CC(O)CCCCCCCCC(=O)OC (configuration not stated)	0.1	.	.	-17	-0.2	3	.	-7
C/C=C(/C(=C/C)c1ccc(O)cc1)c1ccc(O)cc1	0.0	-3	-4	-4	-5.5	.	-2	3
COc1ccc(-n2c(C)nc3cc(C(=O)NCc4ccc5c(c4)OCO5)ccc32)cc1	-0.4	1	.	-14	.	.	-3	2
CCSc1nnc(NC(=O)CSc2nnc(CNC(=O)c3ccccc3F)o2)s1	0.1	.	.	.	.	21	6	0
CCOC(=O)C1=CCN(S(=O)(=O)c2ccc(C)cc2)C1c1cccc(Cl)c1 (configuration not stated)	0.0	0	-4	3	-4.1	-24	.	4
CCOC(=O)N1CCN(C(=O)COc2cccc3c2CCN(Cc2ccccc2F)C3=O)CC1	0.2	0	.	-9	.	.	36	.
